AID2073: disruptors of CaV2.2 binding to Mint1 – biochemical, HTRF (AID 2073); HTRF protein-protein interaction, Mint1-CaV2.2; higher % means a stronger effect; inhibition, % at 20 µM, or IC50 in µM where a hit was titrated; 0.19% of 290,000 active; in the data active = inhibition mostly above about 51%, no sharp cut-off; note: some results filed as inactive read as strong as hits
Siah-1 displacement: Siah-1 peptide-binding antagonists, primary screen, biochemical, fluorescence polarization, rhodamine-plectin, uHTS (AID 1817); Siah-1 / rhodamine-plectin peptide fluorescence polarization; higher % means a stronger effect; 0.02% of 290,000 active; one-dose displacement, % at 20 µM; IC50 in µM for titrated hits;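 active = displacement of at least 50% at 20 µM, with a fluorescence ratio check between 0.3 and a set limit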;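 note: plate controls were Siah plus tracer with DMSO for no effect and tracer alone without Siah for full effect; strong numbers were not always called active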
Dynein cargo inh: dynein cargo transport inhibition | 3617.4 mouse cells, GR-EGFP nuclear translocation imaging; test concentration mostly 20 µM; stimulated with dexamethasone, 1 µM; active compounds read low | z-score, hits read low | 0.47% of 220,000 active | AID 1381;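 active = plate z-score of nuclear minus cytoplasmic receptor signal below a set negative limit, without overly bright fluorescence or cell loss, cut at about -3.5 in these data, passing the limit was not always enough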;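 note: z-score of nuclear minus cytoplasmic ring GR-EGFP intensity difference per well; some compounds called inactive have numbers as strong as hits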
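Buffer or medium: tetracycline-free induction medium containing charcoal-stripped FBS / Reagent: dexamethasone agonist, 1.0 µM final, for 30 min / Technique: automated 10x imaging of fixed Hoechst-stained cells / Times: induction 48 h, compound 1 h, agonist 30 min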
LYP inhibition: PTPN22 lymphoid phosphatase activity blockers – biochemical, fluorescence intensity, uHTS (AID 1779) | inhibition, % at 11.5 µM; hits with a dose series show IC50 in µM | recombinant LYP phosphatase, fluorescence intensity; higher % means a stronger effect | 0.054% of 290,000 active;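 note: plate controls were vehicle with enzyme for no effect and no enzyme for full effect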
P. falciparum M1AAP: P. falciparum M1AAP inhibitors, biochemical, fluorogenic H-Leu-NHMec substrate, 1536-well (AID 1445). recombinant M1AAP, H-Leu-NHMec fluorogenic kinetic assay; higher % means a stronger effect. inhibition, % at 30 µM, or IC50 in µM where a hit was titrated. 0.42% of 220,000 active;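 active = primary inhibition above the hit cutoff, then over 50% inhibition at one or more dose response concentrations, cut at about 23% in these data, passing the limit was not always enough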;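 note: plate controls were DMSO full reaction for no effect and no enzyme background for full effect; strong numbers were not always called active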
PMI inhibitors: MPI enzyme activity inhibition – biochemical, fluorescence intensity, coupled assay, primary screen (AID 1209); purified PMI enzyme, coupled fluorescence intensity; higher % means a stronger effect; inhibition, % at 20 µM, or IC50 in µM where a hit was titrated; 0.42% of 190,000 active;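 note: plate controls were DMSO vehicle for no effect and wells lacking substrate for full effect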
human PMI inhibitors: MPI inhibition at elevated mannose 6-phosphate – biochemical, fluorescence intensity, high mannose 6-phosphate, primary screen (AID 1220) | recombinant PMI enzyme, coupled fluorescence intensity; higher % means a stronger effect | 0.66% of 190,000 active | one-dose inhibition, % at 20 µM; IC50 in µM for titrated hits
XIAP displacement: XIAP antagonists, biochemical, IAP family, fluorescence polarization (AID 1018) | displacement, % at 20 µM; hits with a dose series show IC50 in µM | 0.007% of 200,000 active | XIAP BIR domain, fluorescence polarization peptide displacement; higher % means a stronger effect; in the data active = displacement above about 50%; note: a part of the inactive calls stands beside numbers as strong as those of hits
P. falciparum M17LAP: P. falciparum M17LAP inhibitors, primary screen, biochemical, fluorogenic H-Leu-NHMec substrate, 1536-well (AID 1619); recombinant M17LAP, H-Leu-NHMec fluorogenic kinetic assay; higher % means a stronger effect; one-dose inhibition, % at 30 µM; IC50 in µM for titrated hits; 0.38% of 220,000 active;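 active = compound inhibiting the enzyme by more than half at any dose during confirmatory dose-response retesting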;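 note: plate controls were full reaction with DMSO carrier for no effect and no enzyme background for full effect; strong numbers were not always called active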
Dynein cargo inh cytoplasmic EGFP: further read-out of Dynein cargo inh, marked with its call; z-score; measured here: cytoplasmic GR-EGFP intensity; active compounds read high
Dynein cargo inh nuclear GR-EGFP: second read-out of Dynein cargo inh, no call of its own (marks repeat the call); z-score; measured here: nuclear GR-EGFP intensity;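 lower value marks the stronger effect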
Dynein cargo inh cell count: further read-out of Dynein cargo inh, marked with its call; z-score; measured here: cell count per field
Active calls of the source: *; . = no result given. Cut-off read from the data, not from the text of the source, unless noted: active = inhibition above about 50%; inactive = the rest.

SMILES	AID2073	Siah-1 displacement	Dynein cargo inh	Dynein cargo inh cytoplasmic EGFP	Dynein cargo inh nuclear GR-EGFP	Dynein cargo inh cell count	LYP inhibition	P. falciparum M1AAP	PMI inhibitors	human PMI inhibitors	XIAP displacement	P. falciparum M17LAP
CCN(C(=O)CSc1cc(C)c2ccc(OC)cc2n1)C1CCS(=O)(=O)C1 (stereo unspecified)	2%	10%	-1.3	-0.21	-0.042	0.039	-2%	5%	.	.	.	-3%
CC(C)=CCSc1nnc([C@@H](NC(=O)OC(C)(C)C)C(C)C)o1	-4%	2%	-0.21	-0.099	-0.17	-0.36	-7%	4%	6%	2%	-2.7%	-1%
O=c1nc2ccccc2c2n1CC(CN1CCN(C(c3ccccc3)c3ccccc3)CC1)N2 (stereo unspecified)	1%	-2%	0.029	-0.28	0.043	0.86	-5%	3%	3%	12%	2.4%	0%
O=C(c1ccco1)c1n[nH]nc1-c1ccccc1	1%	0%	-0.39	0.32	-0.16	1.3	5%	3%	6%	-1%	-1.9%	22%
CC(=O)Nc1ccc(C(=O)N(C)C(C(=O)Nc2ccccc2)c2ccccn2)cc1 (stereo unspecified)	-1%	2%	-0.84	-0.075	-0.65	3.4	-6%	6%	0%	0%	-2.8%	0%
O=C(COc1ccc(Cl)cc1Cl)c1ccc[nH]1	21%	0%	-0.07	-0.28	0.019	0.49	4%	7%	.	.	.	-3%
COC(=O)Cc1cc(=O)n2[nH]c(C)cc2n1	8%	0%	0.83	0.23	0.9	-1.2	-2%	-7%	15%	11%	-3.8%	4%
CCOC(=O)c1nnn(-c2nc(OC)nc(N3CCCC3)n2)c1-c1ccccc1	6%	2%	0.073	-0.23	0.15	0.5	-5%	6%	-3%	-1%	-2.9%	-1%
Cc1occc1C(=O)N1CCN(Cc2ccccc2)CC1	-9%	4%	-0.61	-0.042	-0.023	0.87	-11%	3%	11%	5%	-4.9%	-13%
O=C(COc1ccc(Cl)cc1Br)N1CCN(c2ccccc2)CC1	8%	3%	-0.41	-0.22	0.093	0.24	-2%	13%	14%	8%	-8.0%	6%
Cc1cccc(N(C)c2cc(C)nc3ncnn23)c1	-7%	4%	-0.71	-0.26	0.21	0.82	-9%	0%	-8%	-6%	-18%	0%
CC(=O)Oc1ccc2c(c1)OC(c1ccccc1)CC21CC(C)(C)NC(=O)N1 (stereo unspecified)	30%	0%	-0.42	-0.22	0.74	1.2	-3%	5%	4%	5%	-2.5%	14%
CC(NS(=O)(=O)c1ccc2[nH]c(=O)c(=O)[nH]c2c1)C(=O)O (stereo unspecified)	11%	3%	-0.34	-0.33	-0.26	0.28	0%	1%	2%	0%	-4.0%	15%
O=C(CSc1nnc(SCc2ccc(F)cc2)s1)Nc1ccc(C(=O)O)cc1	-20%	5%	-0.046	-0.64	-0.33	-0.41	-3%	3%	.	.	.	11%
CN=C(Nc1ccc(C)c(C)c1)SC1CC(=O)N(c2ccc(OC)cc2)C1=O (stereo unspecified)	-1%	16%	2.5	-0.14	1.3	-0.63	-3%	1%	15%	8%	0.1%	6%
CCN(CC)c1c(-c2ccccc2)c2cc(C)ccc2[nH]c1=O	-7%	-1%	-0.14	-0.25	0.25	1.2	5%	-1%	-7%	-1%	-2.6%	3%
CCOc1ccc(NC(=O)CC2SC(N)=NC2=O)c([N+](=O)[O-])c1 (stereo unspecified)	-8%	2%	-0.49	-0.27	0.25	0.6	-1%	0%	-8%	12%	-4.2%	-3%
C=CCN(C1CCCCC1)S(=O)(=O)c1ccc2c(c1)oc(=O)n2C	0%	2%	0.19	-0.11	0.18	-0.47	-9%	8%	10%	11%	-20%	-5%
COC(=O)c1cc(COC(=O)c2cccnc2SC)oc1C	2%	1%	2.4	-0.027	1.5	-2.3	0%	-3%	-4%	-4%	1.8%	1%
COc1ccc(NS(=O)(=O)c2cc(NC(=O)C3CCCO3)ccc2N2CCCC2)cc1 (stereo unspecified)	2%	6%	0.39	-0.31	0.68	-0.5	-2%	6%	-53%	-45%	-3.6%	-1%
CC(=O)NS(=O)(=O)c1ccc(NS(=O)(=O)c2ccccc2[N+](=O)[O-])cc1	-8%	13%	-0.17	-0.28	-0.12	1.1	-5%	6%	.	.	.	10%
Cc1c(CN(C)C)c2c(n1Cc1ccccc1)C(=O)c1ccc(Br)cc1-2	-9%	-3%	0.73	-0.35	0.073	-0.26	-8%	11%	6%	-6%	-4.6%	2%
COc1ccc(NC(=O)c2ccc(COc3ccccc3OC)o2)cc1OC	2%	-3%	-0.066	-0.15	0.29	0.58	1%	1%	0%	0%	-2.8%	8%
Cc1nc([N+](=O)[O-])c(NCCO)n1Cc1ccccc1	-10%	-1%	0.68	-0.28	0.46	-0.27	0%	-1%	-14%	-9%	-7.9%	3%
O=C(CSc1nc(-c2ccc(F)cc2)cs1)NC(=O)NCc1ccco1	10%	-2%	-0.65	-0.099	-0.51	0.36	7%	5%	-12%	6%	-8.3%	8%
(further entries)
SMILES	AID2073	Siah-1 displacement	Dynein cargo inh	Dynein cargo inh cytoplasmic EGFP	Dynein cargo inh nuclear GR-EGFP	Dynein cargo inh cell count	LYP inhibition	P. falciparum M1AAP	PMI inhibitors	human PMI inhibitors	XIAP displacement	P. falciparum M17LAP
COc1cc(NC(=S)N2CCCC(C)C2)c(OC)cc1Cl (stereo unspecified)	2%	3%	2.5	0.006	2.7	-2.1	5%	-5%	2%	9%	-5.2%	16%
Cc1cc(NC(=O)CCC(=O)N(CC(=O)NC2CCCC2)Cc2ccc(F)cc2)no1	-6%	0%	0.94	-0.22	0.66	-0.11	1%	2%	16%	15%	-12%	-8%
CN1CCN(CCNC(=O)c2cn(Cc3ccccc3F)nn2)CC1	-2%	4%	0.57	-0.19	0.86	-0.27	-8%	.	0%	6%	-3.3%	.
COc1ccc(C(=O)NCC(=O)NCC2(N(C)C)CCCCC2)cc1OC	3%	2%	-0.77	-0.053	-0.065	0.034	-5%	10%	-11%	-6%	1.7%	18%
C=CCn1c(-c2ccccc2)nc2nc3ccccc3nc21	7%	-6%	-0.027	-0.21	-0.076	-0.27	-1%	15%	-5%	-7%	-1.4%	-71%
Cc1cccc(N2CCN(C(=O)C3CCCCC3)CC2)c1C	-4%	1%	-0.97	-0.31	-0.39	0.5	-1%	1%	-2%	2%	2.9%	1%
COC(=O)CSc1ccc2nnc(-c3ccc(OC)c(OC)c3)n2n1	37%	3%	0.017	-0.07	0.36	-0.86	3%	0%	15%	10%	0.4%	-9%
COC(C[C@@H](O)[C@H](C)[C@@H](O)COCc1ccccc1)OC	-2%	1%	0.25	-0.78	0.27	-0.27	-1%	8%	.	.	.	11%
COc1ccc(N(CC(=O)NCc2ccco2)S(C)(=O)=O)c(OC)c1	-6%	2%	-0.092	-0.19	0.47	0.63	-6%	.	11%	10%	-12%	.
COc1ccnc(Oc2ccc(F)cc2)c1C(=O)N/C=N/OCc1ccccc1	-7%	0%	0.38	-0.26	0.61	-0.76	0%	5%	12%	14%	-2.6%	1%
Cc1ccc(S(=O)(=O)NC(CC(C)C)C(=O)Nc2nccs2)cc1 (stereo unspecified)	12%	5%	-0.65	-0.079	-0.15	1.1	-1%	7%	2%	-3%	-0.7%	2%
Cc1cccnc1Nc1nc(-c2ccccn2)cs1	-1%	-9%	-1.3	0.028	-0.44	0.54	1%	-16%	19%	24%	-0.5%	23%
O=C(Nc1cccc(S(=O)(=O)c2cccc(NC(=O)c3ccco3)c2)c1)c1ccco1	15%	10%	-0.75	0.16	0.4	-0.042	-1%	5%	.	.	.	9%
CCCC(=O)Nn1cnc2c(c1=O)C1(CCCC1)Cc1ccccc1-2	-1%	0%	-0.78	-0.26	-0.17	0.53	1%	0%	15%	13%	-10%	-7%
OC1(c2ccccc2)Cc2cccc[n+]2C1c1ccccc1 (stereo unspecified)	4%	2%	-0.2	0.75	-0.025	-0.27	-10%	3%	.	.	.	0%
COc1ccc(NC(=O)CSc2nnc(-c3ccco3)n2C)cc1	-3%	-4%	-0.51	-0.23	-0.06	0.7	-8%	4%	-2%	-8%	-4.8%	2%
CCCCOc1ccc(N(CC(=O)NCC2CCCO2)C(=O)CCC(=O)Nc2cc(C)ccn2)cc1 (stereo unspecified)	9%	3%	0.23	-0.27	0.026	-0.54	-4%	-4%	-6%	3%	-2.2%	5%
CSc1nnc(-c2cnccn2)n1Cc1ccccc1	-5%	-2%	0.66	-0.11	1.2	-1.4	-4%	6%	12%	9%	-1.6%	0%
COc1ccc2c(c1)C1(Nc3ccccc3-c3nc4ccccc4n31)C(=O)N2C (stereo unspecified)	0%	11%	-0.35	-0.17	-0.82	0.88	-4%	6%	-10%	-11%	-4.0%	10%
CCc1ccc(-n2c(O)c(C=NCCN(CC)CC)c(=O)[nH]c2=O)cc1	35%	3%	0.39	-0.2	0.2	-0.39	2%	6%	-9%	-2%	-4.5%	-13%
CCOc1ccc(N2CC(O)=C(c3ccccc3)C2=N)cc1	-4%	12%	-0.54	-0.38	-0.55	1.1	-2%	-1%	-4%	6%	2.0%	32%
O=C(CCc1ccccc1)Nc1ccccc1C(=O)NCc1ccco1	2%	1%	-0.83	-0.031	-0.4	0.17	-1%	0%	0%	-4%	1.0%	5%
COc1ccc(C2=C(N)c3ccccc3C2=O)cc1	-10%	-4%	-0.48	-0.2	0.093	0.32	-9%	7%	4%	0%	1.2%	-11%
COc1ccc(C(=O)NCC(=O)N2CCCC(C)C2)cc1OC (stereo unspecified)	-1%	2%	-0.79	-0.33	0.074	0.65	3%	-1%	-12%	-8%	-6.3%	2%
CC(=O)NC1=NN(C(C)=O)C(C)(CS(=O)(=O)c2ccc(Cl)cc2)S1 (stereo unspecified)	28%	3%	0.87	-0.29	0.31	0.5	-1%	-1%	-4%	-6%	-0.9%	-4%
COc1ccc2sc(N(CCCN(C)C)C(=O)c3nc4ccccc4s3)nc2c1	9%	-5%	0.13	-0.33	-0.067	-0.24	-5%	1%	-4%	5%	-6.5%	0%

Ordered by value in Dynein cargo inh nuclear GR-EGFP (rising): three from the list above.
SMILES	AID2073	Siah-1 displacement	Dynein cargo inh	Dynein cargo inh cytoplasmic EGFP	Dynein cargo inh nuclear GR-EGFP	Dynein cargo inh cell count	LYP inhibition	P. falciparum M1AAP	PMI inhibitors	human PMI inhibitors	XIAP displacement	P. falciparum M17LAP
C=CCN(C1CCCCC1)S(=O)(=O)c1ccc2c(c1)oc(=O)n2C	0%	2%	0.19	-0.11	0.18	-0.47	-9%	8%	10%	11%	-20%	-5%
CCc1ccc(-n2c(O)c(C=NCCN(CC)CC)c(=O)[nH]c2=O)cc1	35%	3%	0.39	-0.2	0.2	-0.39	2%	6%	-9%	-2%	-4.5%	-13%
COC(=O)Cc1cc(=O)n2[nH]c(C)cc2n1	8%	0%	0.83	0.23	0.9	-1.2	-2%	-7%	15%	11%	-3.8%	4%

Source: PubChem (several laboratories)
